# Source: PubChem BioAssay
# RNase H inhibition – RNase H inhibition, HIV 1 Gag Pol polyprotein, FRET biochemical assay, screening (AID 372). HIV-1 RT RNase H, FRET RNA/DNA substrate fluorescence; higher % means a stronger effect. inhibition, % at 10 µM, or IC50 in µM where a hit was titrated. 100,000 compounds, 0.77% hits; in the data active = inhibition above about 50%
# Active calls of the source: *. Some of the compounds tested (hit frequency here may not be typical).
smiles	RNase H inhibition
O=C(c1nn2c(C(F)(F)F)cc(-c3cccs3)nc2c1Br)N1CCN(C(c2ccccc2)c2ccccc2)CC1	15%
O=C(NC(=S)Nc1ccc(-c2nc3ccccc3s2)cc1)c1cccc(F)c1	34%
CCOc1ccccc1C1NC(=O)NC(C)=C1C(=O)OCCOC (stereo not given)	0%
Cc1cccc(C(=O)NC(=S)Nc2cc(-c3nc4ccccc4s3)ccc2Cl)c1	18%
COc1ccc(CN2C(=O)NC(=O)/C(=C\c3ccc(OC)c4ccccc34)C2=O)cc1	44%
CC(=O)Nc1ccc(Cl)c(C(N)=O)c1	15%
COc1ccc(CCNC(=O)Nc2ccccc2Cl)cc1OC	14%
Cc1ccc(Cn2c(NC(=O)c3ccccc3)nc3ccccc32)cc1	35%
COc1c(Cl)cc(Cl)cc1/C=c1\sc2nc3c(C)c(C)ccc3n2c1=O	33%
O=S(=O)(c1ccc(F)cc1)N1CCN(Cc2ccccc2)CC1	6%
O=C(c1cc2nc(-c3ccc([N+](=O)[O-])cc3)cc(C(F)(F)F)n2n1)N1CCOCC1	7%
CCOC(=O)C(=Nc1cc(Cl)ccc1Cl)NNc1ccccc1	1%
CN(C)CC(O)CN(c1ccccc1)S(=O)(=O)c1ccc([N+](=O)[O-])cc1 (stereo not given)	12%
O=C(Nc1ncc(Cc2ccc(Cl)cc2Cl)s1)c1ccc([N+](=O)[O-])cc1	12%
O=C(Nc1cccc(-c2nc3ncccc3o2)c1)c1ccc(Cl)cc1	15%
CCCC(=O)NNC(=O)COc1ccc(Cl)cc1	3%
Cc1ccccc1NC(=O)CN(c1ccc(Cl)cc1)S(C)(=O)=O	3%
O=C(CC(c1ccccc1)c1ccccc1)N1CCN(Cc2ccc3c(c2)OCO3)CC1	9%
N/C(=N\OC(=O)COc1ccccc1)c1cccnc1	9%
O=C(Nc1cccc2c1C(=O)c1ccccc1C2=O)c1ccccc1F	3%
O=C(NCc1ccc(Cl)c(Cl)c1)c1cccc(F)c1	7%
CCOc1ccc(C(=O)Nc2ccncc2)cc1	0%
CC(=O)CCc1oc2ccc(C)cc2c1-c1ccccc1	16%
COc1ccccc1C1NC(=S)NC(C)=C1C(N)=O (stereo not given)	6%
COc1cccc(C2Sc3ccccc3NC3=C2C(=O)c2ccccc23)c1 (stereo not given)	19%
COC(=O)c1cc(C(=O)N2CCc3ccccc3C2)cc([N+](=O)[O-])c1	4%
COc1ccc(/C=C2/C(=O)NN(c3ccc(Br)cc3)C2=O)cc1[N+](=O)[O-]	7%
Cc1ccc(NC(=O)COc2ccc3ccccc3c2)cc1Cl	3%
COc1c(Br)cc(Br)cc1/C=N/NC(=O)/C(=C/C=C/c1ccccc1)NC(=O)c1ccccc1	16%
Cc1ccc2c(c1)-c1c(ssc1=S)C(C)(C)N2C(=O)CSc1nc2ccccc2o1	8%
CCN(CC)CCOC(=O)c1ccc(NC(=O)CCN2C(=O)S/C(=C\c3ccc(OC)cc3)C2=O)cc1	13%
COc1cc(/C=C2\N=C(c3ccccc3Cl)OC2=O)ccc1OC(=O)c1ccccc1Cl	16%
Cc1cccc(-c2cc(NC(=O)c3ccc(Cl)cc3Cl)n[nH]2)c1	17%
Cc1c(OCC(=O)c2ccccc2)ccc2c3c(c(=O)oc12)CCCC3	1%
CCOC(=O)C1=C(C)NC2=C(C(=O)CCC2)C1c1coc2ccc(Cl)cc2c1=O (stereo not given)	8%
O=C(/C=C/c1ccc(F)cc1)Nc1cccc(Cl)c1Cl	5%
CCOc1ccc(-c2nnc(NC(=O)CSCc3ccccc3)s2)cc1	35%
CCOC(=O)c1sc(NC(=O)C2CCCC2)c(C(=O)OCC)c1C	18%
O=C1NC(=S)N(c2ccc(Cl)cc2)C(=O)C1=Cc1ccsc1	2%
O=C1c2ccc3c4c(ccc(c24)C(=O)N1c1ccccc1O)C(=O)N(c1ccccc1O)C3=O	14%
CC(=O)Nc1ccc(NC(=O)c2ccc(C)cc2)cc1	0%
COc1ccc(/C=C2\C(=O)N(c3ccc(F)cc3)N=C2C)c(OC)c1	2%
Cc1ccc(S(=O)(=O)N(Cc2ccccc2)c2ccccc2C(=O)NCC(C)C)cc1	6%
O=C1NC(=Nc2ccc(F)cc2)S/C1=C\c1cccs1	3%
CCOC(=O)C1=C(C)N=c2s/c(=C\c3cc(C)n(-c4ccc(Cl)cc4)c3C)c(=O)n2C1c1ccc(OC)c(OC)c1 (stereo not given)	25%
Cc1ccccc1/C=C(/C#N)c1ccc([N+](=O)[O-])cc1	42%
Cc1ccc(C)c(S(=O)(=O)Nc2cccc(C(F)(F)F)c2)c1	22%
O=C(c1ccc(F)cc1)N1CCN(C2CCC(c3ccccc3)CC2)CC1 (stereo not given)	16%
O[C@@H]1[C@@H](O)[C@H](Nc2ccc(Br)cc2)OC[C@H]1O	14%
COc1ccc(S(=O)(=O)Nc2cc(C(F)(F)F)ccc2Cl)cc1	5%
COc1cc(/C=c2/sc3nc4cc(C)c(C)cc4n3c2=O)cc2sc(=O)oc12	0%
COC(=O)c1c(NC(=O)c2ccc(OC)cc2)sc2c1CCC2	10%
O=S(=O)(Nc1ccc(O)c2ccccc12)c1cc(Cl)ccc1Cl	23%
COC(=O)/C(C#N)=C\c1cc(Br)ccc1OC	11%
CCCC(=O)C1=C(O)C(C(=O)OC)C(C)(C)CC1=NC(C)CC (stereo not given)	32%
CC(=O)c1cccc(N2C(=O)C3C4c5ccccc5C(C(C)=O)(c5ccccc54)C3C2=O)c1 (stereo not given)	6%
O=C1/C(=C\c2ccsc2)SC(=S)N1c1cccc(C(F)(F)F)c1	5%
NC1=NC(=O)/C(=C/c2cc(Br)ccc2OS(=O)(=O)c2ccccc2)S1	12%
CCCC(=O)Nc1nc2ccc(Cl)cc2s1	6%
O=S(=O)(NCc1cccnc1)c1ccc(Cl)cc1	1%

# Given as labelled records: part of the list above
> CCN(CC)CCOC(=O)c1ccc(NC(=O)CCN2C(=O)S/C(=C\c3ccc(OC)cc3)C2=O)cc1
  RNase H inhibition: 13%

> O=S(=O)(Nc1ccc(O)c2ccccc12)c1cc(Cl)ccc1Cl
  RNase H inhibition: 23%

> COc1cc(/C=c2/sc3nc4cc(C)c(C)cc4n3c2=O)cc2sc(=O)oc12
  RNase H inhibition: 0%

# Next compounds.
smiles	RNase H inhibition
O=C(CNC(=O)OCc1ccccc1)Oc1cc2oc(=O)cc(-c3ccccc3)c2cc1Cl	31%
CCN(CC)CCCOc1ccc([N+](=O)[O-])cc1	1%
O=c1c(-c2ccccc2)[n+]([O-])c2ccccc2n1O	19%
Cc1cc(OCc2nc(-c3ccccc3)no2)cc(C)c1Cl	11%
CC(=O)Nc1ccc2nc(SCC(=O)Nc3ccc(C(C)=O)cc3)sc2c1	9%
CCOC(=O)N1CCN(C(=O)CN(c2ccccc2CC)S(C)(=O)=O)CC1	4%
COc1ccc(CN2CCN(Cc3cc(Br)ccc3O)CC2)c(OC)c1	8%
Cc1cc([N+](=O)[O-])nn1Cc1ccc(C(=O)O)cc1	0%
O=[N+]([O-])c1ccc(N=Cc2cc([N+](=O)[O-])ccc2Cl)cc1	21%
COc1ccc(S(=O)(=O)Nc2cc(Cl)cc(Cl)c2)cc1	0%
COc1ccc(C(=O)N/C(=C\c2ccc([N+](=O)[O-])cc2)C(=O)N2CCN(C)CC2)cc1OC	6%
CS(=O)(=O)N(CC(=O)O)c1cccc(C(F)(F)F)c1	11%
O=C(COc1ccccc1)Nc1ccc(N=Nc2ccccc2)cc1	5%
COc1cc(C2C(C(=O)OCCOc3ccccc3)=C(C)NC3=C2C(=O)CC(C)(C)C3)ccc1O (stereo not given)	17%
COc1cc(/C=C2\SC(N)=NC2=O)cc(I)c1OCc1ccc(Cl)cc1Cl	39%
O=C(NNC(=S)NC1CCCCC1)c1cccc([N+](=O)[O-])c1	6%
O=C(Nc1ccc(Cl)c(-c2nc3ncccc3o2)c1)c1sc2ccccc2c1Cl	19%
Cc1ccc(N(CC(=O)Nc2ccc(Br)c(C)c2)S(C)(=O)=O)cc1	25%
CC1=C(C(=O)OCCOC(C)C)C(c2coc3ccc(C)cc3c2=O)C2=C(CCCC2=O)N1 (stereo not given)	1%
Cc1c(C(c2cccc([N+](=O)[O-])c2)c2c(C)n(C)n(-c3ccccc3)c2=O)c(=O)n(-c2ccccc2)n1C	7%
Cc1ccccc1C(=O)NNC(=O)Cc1ccccc1	0%
O=C(Nc1ccc(Cl)cc1)C1CC(=O)N(c2ccc(Br)cc2)C1 (stereo not given)	5%
COC(=O)/C(=C/C(=O)c1ccccc1)Nc1c(C)n(C)n(-c2ccccc2)c1=O	13%
COc1ccc(Cl)cc1S(=O)(=O)Oc1cccc2ccccc12	14%
COc1ccc2c(c1OC)C(=O)OC2Nc1ccc(NC(C)=O)cc1 (stereo not given)	8%
Cc1ccc(S(=O)(=O)N(CC(=O)NCCc2ccccc2)c2ccc(Br)cc2)cc1	15%
O=C(CSc1nc2ccccc2[nH]1)N/N=C/c1ccccc1F	3%
CC(C)(C)c1ccccc1OCC(=O)Nc1ncc(S(=O)(=O)c2ccc([N+](=O)[O-])cc2)s1	21%
NC(=O)c1cc(NC(=O)c2cccs2)c(Cl)cc1Cl	7%
NNC(=O)CN1CCN(Cc2ccc3c(c2)OCO3)CC1	4%

# Three entries from above, ordered by length of the SMILES, largest number first:
smiles	RNase H inhibition
O=C(c1nn2c(C(F)(F)F)cc(-c3cccs3)nc2c1Br)N1CCN(C(c2ccccc2)c2ccccc2)CC1	15%
O=C1NC(=S)N(c2ccc(Cl)cc2)C(=O)C1=Cc1ccsc1	2%
Cc1cc([N+](=O)[O-])nn1Cc1ccc(C(=O)O)cc1	0%

# Later entries.
smiles	RNase H inhibition
Cc1ccc(/C(N)=N/OC(=O)CCc2ccccc2)cc1	0%
Cc1ccc(NC(=S)NC(=O)c2ccccc2I)cc1	10%
Cc1cc(=O)[nH]nc1-c1ccc(Cl)c([N+](=O)[O-])c1	12%
C#CCOc1ccc(/C=C2\C(=O)NC(=O)N(c3cccc(Br)c3)C2=O)cc1	0%
O=C(NCc1ccco1)C(=O)Nc1ccccc1F	0%
NC(=O)c1cc(N2C(=O)c3ccc(C(=O)O)cc3C2=O)ccc1Cl	3%
COC1CCCCC1N1CCN(C(=O)c2ccco2)CC1 (stereo not given)	0%
COc1ccc(COC(=O)C2=C(C)NC3=C(C(=O)CC(C)(C)C3)C2c2ccncc2)cc1 (stereo not given)	13%
O=C(COc1ccc(I)cc1)N/N=C/c1ccc(-c2ccc([N+](=O)[O-])cc2)o1	6%
CCOC(=O)C1=C(O)/C(=C/c2ccc(C)cc2)SC1=Nc1cccc(Cl)c1	15%
CC1=C(C(=O)OC2CCCC2)C(c2cccc(Br)c2)NC(=O)N1 (stereo not given)	9%
CC(=O)c1ccc(NC(=O)/C=C/c2ccc([N+](=O)[O-])cc2)cc1	3%
COc1cccc(CNCc2ccccc2OC)c1	10%
CCOc1ccc(/C=C(/C#N)C(=O)Nc2cccc(Br)c2)cc1OCC	4%
CNC(=O)OCc1ccc(-c2ccc(Cl)cc2)o1	13%
NC(=O)/C=C/C(=O)Nc1ccccc1Cl	0%
Cc1ccc(S(=O)(=O)Oc2ccc(Cl)cc2/C=C2/SC(=S)N(C)C2=O)cc1	13%
O=C(Nc1nnc(-c2ccc(Cl)cc2Cl)s1)Nc1ccccc1F	42%
Cc1ccccc1NC(=O)CCC(=O)N/N=C/c1cccnc1	6%
O=C1N=c2ccccc2=C1c1sc(N2CCCCC2)nc1O	49%
O=C1OC(c2ccccc2)=C/C1=C/c1ccc(Cl)cc1	7%
CCCC(=O)Nc1cc(C(F)(F)F)cc(C(F)(F)F)c1	4%
O=C(NC(=S)Nc1ccc(I)cc1Cl)c1ccccc1F	18%
O=C(c1cc(F)c(F)cc1Cl)N1CCN(c2ccc([N+](=O)[O-])cc2C(F)(F)F)CC1	5%
CCC(C)NC(=O)C(=O)Nc1ccc(Cl)cc1 (stereo not given)	3%
O=C(/C=C/c1ccco1)NCCCCNC(=O)/C=C/c1ccco1	7%
O=c1nc2oc3ccc4ccccc4c3cc-2c(=O)[nH]1	27%
O=C(c1ccc(-c2ccccc2)cc1)N1CCN(C(=O)c2cccs2)CC1	12%
CCOC(=O)Nc1ccc2c(C)cc(=O)oc2c1	15%
Clc1ccc(CSc2nnc(-c3ccc(Br)cc3)o2)c(Cl)c1	11%
O=C(COC(=O)c1ccc2c(c1)OCCO2)c1ccc(Br)cc1	0%
Cc1ccc(N2NC(=O)/C(=C/c3ccc4c(c3)OCO4)C2=O)cc1C	21%
COC(=O)c1cc(=O)c2ccc(OC)cc2o1	0%
CCCOC(=O)c1ccc(NC(=O)c2ccccc2Br)cc1	0%
COc1ccc(-c2cn3ccc(C)cc3n2)cc1Br	5%
Cc1nc2sccn2c1-c1csc(Nc2ccc([N+](=O)[O-])cc2)n1	69%*
Cc1ccc(OCC(=O)Nc2ccc(N(C)C)cc2)c(Br)c1	20%
O=C1N/C(=N/N=C\c2cccc([N+](=O)[O-])c2)SC1Cc1ccc(Br)cc1 (stereo not given)	18%
O=C(C[n+]1ccc2ccccc2c1)c1ccc(Cl)cc1	0%

# Filtered by structure: the compounds so far containing a cyano group.
smiles	RNase H inhibition
Cc1ccccc1/C=C(/C#N)c1ccc([N+](=O)[O-])cc1	42%
COC(=O)/C(C#N)=C\c1cc(Br)ccc1OC	11%
CCOc1ccc(/C=C(/C#N)C(=O)Nc2cccc(Br)c2)cc1OCC	4%

# Quoted from the listing:
# RNase H inhibition, O=C1N/C(=N/N=C\c2cccc([N+](=O)[O-])c2)SC1Cc1ccc(Br)cc1 (stereo not given) stands at 18%
# RNase H inhibition, Cc1ccc(OCC(=O)Nc2ccc(N(C)C)cc2)c(Br)c1 stands at 20%
# RNase H inhibition, COc1ccc(-c2cn3ccc(C)cc3n2)cc1Br stands at 5%
# RNase H inhibition, CCCOC(=O)c1ccc(NC(=O)c2ccccc2Br)cc1 stands at 0%
# RNase H inhibition, Cc1ccc(N2NC(=O)/C(=C/c3ccc4c(c3)OCO4)C2=O)cc1C stands at 21%
